# High-throughput results as filed in PubChem BioAssay.
# GSK3 alpha inh – human GSK-3 alpha kinase inhibition | P49840 | ADP-Glo luminescence, 60 min | AID 2650 | actives 0.1% (n = 320,000) | inhibition, % at 10 µM;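 in the data active = inhibition above about 50%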;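 also: GST-tagged GSK-3 alpha with peptide substrate and 25 µM ATP; 0% = DMSO neutral wells and 100% = GW8510 positive control wells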
# Target sequence (P49840 whole entry, looked up): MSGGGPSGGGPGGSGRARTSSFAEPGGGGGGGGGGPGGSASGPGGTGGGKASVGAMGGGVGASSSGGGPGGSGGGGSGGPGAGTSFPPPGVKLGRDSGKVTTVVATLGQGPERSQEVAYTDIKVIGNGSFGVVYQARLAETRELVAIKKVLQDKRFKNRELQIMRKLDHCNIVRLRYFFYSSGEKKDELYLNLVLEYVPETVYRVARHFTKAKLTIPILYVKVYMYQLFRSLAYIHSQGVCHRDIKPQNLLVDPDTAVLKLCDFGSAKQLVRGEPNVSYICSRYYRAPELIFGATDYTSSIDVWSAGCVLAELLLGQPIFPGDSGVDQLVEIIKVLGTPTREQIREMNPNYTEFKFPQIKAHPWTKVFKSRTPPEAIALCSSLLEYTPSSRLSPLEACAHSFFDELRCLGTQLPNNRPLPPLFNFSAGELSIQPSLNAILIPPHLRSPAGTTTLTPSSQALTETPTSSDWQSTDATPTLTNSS
# RGS4 act – RGS4 potentiation or activation; HEK293 M3R/inducible RGS4, carbachol calcium flux Fluo4; stronger effect = lower value; B-score at 10 µM; actives 0.92% (n = 310,000);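 active = B-score of the integrated calcium signal more than 4 SD below the library mean, with starting fluorescence not abnormally high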;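 also: negative B-score means reduced calcium response which marks RGS4 activation or potentiation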
#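 Test system: HEK293 cells with stable M3R and inducible RGS4; also added: carbachol at ECmax as muscarinic agonist stimulus; schedule: dye loading 30 min 37 °C, buffer rest 30 min RT; technique: kinetic calcium fluorescence imaging with Fluo4-AM dye, 2 µM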
# RGS4 inh – human RGS4 inhibition | P49798 | HEK293 M3R/RGS4 inducible, Fluo-4 calcium flux; stronger effect = higher value; triggered by carbachol at its EC20 | B-score at 10 µM | actives 0.45% (n = 310,000) | AID 463165;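 active = B-score, a plate-corrected calcium signal, over three deviations above library mean, with baseline fluorescence within five deviations of library mean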;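 also: RGS4 expression induced by doxycycline in cells with stable M3 receptor; B-score is computed from the integrated fluorescence ratio over baseline after carbachol; higher B-score means a larger calcium signal and so more RGS4 inhibition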
# Target sequence (P49798 whole entry, looked up): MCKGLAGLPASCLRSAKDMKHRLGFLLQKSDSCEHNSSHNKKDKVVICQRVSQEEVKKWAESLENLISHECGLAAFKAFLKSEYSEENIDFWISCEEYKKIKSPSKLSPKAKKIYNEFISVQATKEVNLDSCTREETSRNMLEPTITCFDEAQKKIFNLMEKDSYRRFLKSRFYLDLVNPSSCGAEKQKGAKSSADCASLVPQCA
# GSK3B inh – inhibitors of human GSK3beta kinase; AID 2097; actives 0.038% (n = 300,000); P49841; activity score (negative = inhibition), % at 10 µM; GST-GSK3beta kinase, ADP-Glo luminescence, 60 min; stronger effect = lower value;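 active = more than half of replicate wells score below -50%, meaning over 50% inhibition versus plate controls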;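 also: 0% = median DMSO wells and -100% = median GW8510 positive control wells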
#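 test system = GST-tagged human GSK3beta kinase, cell-free | reagent = 25 µM ATP with peptide substrate | dosing = one dose of 10 µM per compound | schedule = 60 min reaction, RT | detection = luminescent ADP-Glo measurement of ADP formed | control set = DMSO neutral wells and GW8510 at 20 µM as positive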
# KCNQ1 block – human KCNQ1 channel inhibition; CHO-K1 KCNQ1, FluxOR thallium flux fluorescence; stronger effect = higher value; B-score at 10 µM; actives 1.3% (n = 310,000); P51787;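 active = compounds whose thallium flux B-score, printed positive for inhibition, exceeds three library SD while starting fluorescence stays within three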;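 also: channel opened by potassium depolarization with thallium stimulus after 20 min compound exposure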
# PolyA inh – inhibitors of polyadenylation in S. cerevisiae; calls only at 12 µM; S. cerevisiae SKY197-pL101 polyadenylation reporter, beta-gal luminescence; efflux-impaired pdr1/pdr3 knockout yeast; score 100 = 6 SD above DMSO; AID 1875; actives 0.02% (n = 300,000);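 active = lowest replicate activity score at least 50, where 100 means six control SD above control mean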;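 also: yeast exposed to compound for 9 h at 30 °C; higher score means more reporter readthrough which indicates perturbed polyadenylation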
# KCNK9 block – inhibitors of human KCNK9 two-pore domain potassium channel. Q9NPC2. HEK293 KCNK9, FluxOR thallium flux fluorescence; stronger effect = lower value. B-score at 10 µM. actives 1.2% (n = 310,000);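 active = ratio B-score over 3 SD below the library mean, with starting fluorescence within 5 SD of its mean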;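 also: negative B-score means less thallium flux so channel inhibition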
# hERG protect – hERG (human) protection from proarrhythmic block; actives 0.51% (n = 310,000); activation (rescue from dofetilide block), less the hit threshold, % at 10 µM; CHO-hERG, FluxOR thallium flux, dofetilide IC70 present; Q12809;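 active = activation above the mean of controls blocked by dofetilide plus 5 SD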;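 also: thallium influx through hERG after potassium depolarization seen as dye fluorescence rise; in these data hits start at about 4.7%; inactives centre near -7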
# Dyrk1A ADPGlo – blocks rat Dyrk1A kinase activity; actives 0.43% (n = 310,000); Q63470; ADP-Glo luminescence, NFATc1 peptide; inhibition, % at 12.5 µM; in the data active = inhibition above about 50%;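 also: plate controls were vehicle with enzyme for no effect and no enzyme for full effect; many of its hits are not listed in these tables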
# KCNQ1 act – potentiators or activators of human KCNQ1 potassium channel. B-score at 10 µM. CHO-K1 KCNQ1, thallium flux FluxOR fluorescence; stronger effect = higher value. actives 0.35% (n = 310,000). P51787;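 active = fluorescence ratio B-score, a plate-corrected score, at least three library SD, with initial intensity B-score within 5 SD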
#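 Test system: CHO-K1 cells stably expressing KCNQ1 / Medium: assay buffer / Also added: depolarizing K+/Tl+ stimulus, K2SO4 and Tl2SO4 each 12.5 mM in 5x stock / Incubation: 90 min dye loading and 20 min compound exposure, both at room temperature / Signal: thallium influx via FluxOR fluorescence, kinetic imaging / Evaluation: B score of baseline-normalized fluorescence ratio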
# KCNK3 block – human KCNK3 channel inhibition, primary screen | CHO-KCNK3 thallium flux, FluxOR fluorescence; stronger effect = lower value | O14649 | B-score at 10 µM | actives 0.84% (n = 340,000);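 active = B-score under library mean minus 4 SD, starting fluorescence ratio at most library mean plus 5 SD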;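 also: more negative B-score means stronger inhibition of thallium flux through KCNK3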
# Target sequence (O14649 whole entry, looked up): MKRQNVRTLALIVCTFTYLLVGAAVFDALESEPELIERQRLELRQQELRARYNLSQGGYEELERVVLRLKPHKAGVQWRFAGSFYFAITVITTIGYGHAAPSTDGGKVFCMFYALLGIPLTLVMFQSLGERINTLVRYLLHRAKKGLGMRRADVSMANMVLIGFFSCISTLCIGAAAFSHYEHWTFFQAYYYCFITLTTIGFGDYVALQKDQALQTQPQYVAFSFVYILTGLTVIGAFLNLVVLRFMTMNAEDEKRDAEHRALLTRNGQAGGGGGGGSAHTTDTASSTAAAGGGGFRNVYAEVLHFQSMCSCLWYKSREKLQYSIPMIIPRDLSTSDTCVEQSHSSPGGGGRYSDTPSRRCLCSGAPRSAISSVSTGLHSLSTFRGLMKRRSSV
# The depositor's hits bear a star; i = inactive; . = not tested or not shown. The list is partial (hit frequency here may not be typical).
SMILES,GSK3 alpha inh,RGS4 act,RGS4 inh,GSK3B inh,KCNQ1 block,PolyA inh,KCNK9 block,hERG protect,Dyrk1A ADPGlo,KCNQ1 act,KCNK3 block
CCOc1ccc(C(=O)CCN2CCOCC2)cc1,-3,i,i,0,i,i,i,-3,2,i,i
C=CCN=C(NC#N)SCC(=O)NC(C)(C)C,0,i,i,-6,i,i,i,-3,2,i,i
O=C(NC(=S)NCc1ccco1)c1ccccc1[N+](=O)[O-],-2,i,i,1,i,i,i,-5,2,i,i
COc1ccc(N(CC(=O)N/N=C/c2ccc3c(c2)OCO3)S(=O)(=O)c2ccc(NC(C)=O)cc2)cc1,-1,i,i,-1,i,i,i,-15,6,i,i
NC(=O)c1cc2ccccc2o/c1=N\NC(=O)c1ccco1,4,i,i,0,i,i,i,-7,22,i,i
O=C(O)C(Oc1ccc2c3c(c(=O)oc2c1)CCC3)c1ccccc1 (stereo not drawn),-1,i,i,-1,i,i,i,-6,5,i,i
CCN(CC(=O)Nc1ccc2c(c1)OCCO2)C(=O)c1ccc(S(=O)(=O)N(C)C)cc1,1,i,i,2,i,i,i,-9,-1,i,i
CCc1cccc2c(C(=O)C(NCCCOC)c3ccccc3)c[nH]c12 (stereo not drawn),4,i,i,1,i,i,i,-8,-2,i,i
O=C(/C=C\NCC(=O)c1ccccc1)c1ccccc1,-2,i,i,2,i,i,i,-11,.,i,i
O=C(Nc1ccc(Br)c(C(F)(F)F)c1)c1ccc(C(F)(F)F)cc1,-3,i,i,3,12*,i,i,-23,.,i,-10*
COc1ccc(CCNC(=O)CCNC(=O)c2ccco2)cc1,1,i,i,-3,i,i,i,-8,.,i,i
CCN(CCCNC(=O)C1CCN(S(=O)(=O)c2cccc3nonc23)CC1)Cc1ccccc1,-6,i,i,3,i,.,i,-4,7,i,i
CC(=O)c1ccc(N2CCN(C(=O)c3ccc(-c4ccccc4)cc3)CC2)cc1,-1,i,i,2,i,i,i,-3,-9,i,i
COc1ccc(CNc2ncc(-c3cccc([N+](=O)[O-])c3)n2C)c(OC)c1OC,0,i,i,1,i,i,i,-15,11,i,i
CCOc1cc2c(cc1/C=C(/C#N)c1ccc(C(=O)O)cc1)OCO2,17,i,i,3,i,i,i,-10,6,i,i
CCCNC(=O)Cn1cc(S(=O)(=O)N2CCCC2)c(S(=O)(=O)N2CCCC2)c1,0,i,i,2,i,i,i,-5,6,i,i
O=C(CNc1ccc(C(F)(F)F)cc1[N+](=O)[O-])OCC(=O)c1ccccc1,2,i,i,3,i,i,i,-12,1,i,i
Cc1cscc1NC(=O)/C=C/C(=O)O,4,i,i,-1,i,i,i,-8,0,i,i
O=C(N/N=C1/CC2C=CCC12)c1ccc(Br)o1 (stereo not drawn),3,i,i,2,i,i,i,-7,1,i,i
O=C1COc2ccc(S(=O)(=O)Nc3ccc(OC(F)(F)F)cc3)cc2N1,.,i,i,0,i,i,i,-6,-5,i,i
CS(=O)(=O)N1CCC(C(=O)NCc2ccc3c(c2)OCO3)CC1,-2,i,i,-1,i,i,i,-8,.,i,i
Cc1ccc2nc(-c3ccccc3Cl)cc(C(=O)Nc3cc(C)on3)c2c1,0,i,i,8,i,i,i,-9,2,i,i
O=S(=O)(c1ccc(Cl)cc1)n1ccc2cccnc21,-2,i,i,0,i,i,i,-9,1,i,i
Cc1ccc(C)c(NS(=O)(=O)c2ccc3[nH]c(=O)[nH]c3c2)c1,-3,i,i,4,i,i,i,-9,-6,i,i
N#CCCC(CCC#N)C1=NCCc2ccccc21,-1,i,i,1,i,i,i,-14,-6,i,i

# (further entries)
SMILES,GSK3 alpha inh,RGS4 act,RGS4 inh,GSK3B inh,KCNQ1 block,PolyA inh,KCNK9 block,hERG protect,Dyrk1A ADPGlo,KCNQ1 act,KCNK3 block
Cc1cc(N)n(-c2ccc(Oc3ccccc3)c(S(=O)(=O)O)c2)n1,.,i,i,3,i,i,i,-5,-6,i,i
Cc1ccc(C(=O)N2CCN(C)CC2)cc1S(=O)(=O)N1CCCCC1,.,i,i,-3,i,i,i,2,-5,i,i
CCOC(=O)/C(C)=C1\NC(C)(C)Cc2ccccc21,.,i,i,0,i,i,i,-4,-2,i,i
O=C(O)CCC(=O)N(Cc1cccs1)Cc1cccs1,3,i,i,4,i,i,i,-12,-2,i,i
O=C(Nc1nnc(Cc2ccccc2)s1)c1ccccc1,-31,i,i,3,i,i,i,-2,2,i,i
O=C(NCC(=O)N(CC1CCCO1)C(C(=O)NC1CCCCC1)c1ccccc1)c1ccco1 (stereo not drawn),-1,i,i,-3,i,i,i,-8,-51,i,i
CCN1CCN(Cc2ccc(OC)c(OCc3ccccc3)c2)CC1,-5,i,i,0,i,i,i,-7,0,i,i
COc1ccc(NC(=O)N2CCC(O)(c3cccnc3)CC2)c(OC)c1,-1,i,i,2,i,i,i,-8,1,i,i
O=C(COC(=O)c1ccccn1)Nc1nc(-c2ccccc2)cs1,0,i,i,-4,i,i,i,-6,0,i,i
Cc1nc(COc2cc3oc(=O)cc(C)c3cc2Cl)cs1,0,i,i,1,i,i,i,-4,8,i,i
CC(C)C(NC(=O)c1ccccc1)C(=O)OCc1cc([N+](=O)[O-])cc2c1OCOC2 (stereo not drawn),0,i,i,-3,i,i,i,-8,4,i,i
Cc1ccc2nc(C)c(C)nc2c1N,-5,i,i,-1,i,i,i,-9,-2,i,i
O=C1c2ccccc2C(=O)N1CCCc1nc(-c2ccc(Cl)cc2)no1,-1,i,i,4,i,i,i,-3,3,i,i
COc1cc(/C=C/c2ccc(O)cc2)cc(OC)c1,2,i,i,3,i,i,i,-6,6,i,i
CCOC(=O)c1c(C)[nH]c(C(=O)OCC(=O)Nc2sc(C(=O)N(C)C)c(C)c2C(=O)OCC)c1C,-4,i,i,-2,i,i,i,-11,-1,i,i
CSc1oc(-c2ccc(F)cc2)nc1S(=O)(=O)c1ccccc1,6,i,i,-3,i,i,i,-5,5,i,i
Cc1cc(C(=O)NCc2cccs2)ccc1[N+](=O)[O-],-3,i,i,0,i,i,i,-5,2,i,i
COc1ccccc1N1CCN(C(=O)c2cc(-c3cccs3)on2)CC1,-2,i,i,1,i,i,i,-7,0,i,i
O=C(CSC1=NCCS1)N1CCN(c2ccccc2)CC1,0,.,.,-4,.,i,.,.,-11,.,i
CCOC(=O)c1[nH]c2ccccc2c1NC(C)=O,-1,i,i,-4,i,i,i,-14,2,i,i
O=C(NCc1cccnc1)C(=O)NCC(c1ccco1)N1CCN(c2ccccc2F)CC1 (stereo not drawn),-1,i,i,2,i,i,i,-7,4,i,i
COC(=O)c1ccc(NC(=S)NC(=O)c2cc(-c3ccccc3)nc3ccccc23)cc1,1,i,i,5,i,i,i,6.2*,-1,29*,i
O=C(NOCc1ccccc1)c1ccccc1,-2,i,i,1,i,i,i,-3,-4,i,i
O=C(O)c1ccc(-n2cccc2/C=C2/SC(=O)N(CC(=O)N3CCCC3)C2=O)cc1,-2,i,i,3,i,i,i,-5,3,i,i
O=Cc1cc2ccccc2nc1SCc1ccc(Cl)c(Cl)c1,-1,i,i,-3,i,i,i,-1,-2,i,i

# (further entries)
SMILES,GSK3 alpha inh,RGS4 act,RGS4 inh,GSK3B inh,KCNQ1 block,PolyA inh,KCNK9 block,hERG protect,Dyrk1A ADPGlo,KCNQ1 act,KCNK3 block
CCOC(=O)C1CCN(Cc2c(O)c3ccccc3oc2=O)CC1,-1,i,i,-1,i,i,i,-17,1,i,i
Cc1ccc(-c2nnn(CC(=O)N(CC(=O)NC3CCCCC3)c3cccc(F)c3)n2)o1,.,i,i,1,i,i,i,-13,-4,i,i
COc1cc(/C=C(/C#N)C(=O)Nc2ccc(C)cc2)ccc1Oc1nc(Cl)ncc1F,-3,i,i,-1,i,i,i,-4,-5,i,i
COc1ccc(-n2nc3c(N4CCC(C(=O)NCc5cccc(C)c5)CC4)nnc(C)c3c2C)cc1,-3,i,i,1,i,i,i,-19,.,i,i
CCN(CC(=O)Nc1ccc(NC(C)=O)cc1)C(=O)COc1ccccc1Cc1ccccc1,.,i,i,1,i,i,i,-11,2,i,i
CCOc1ccccc1C(c1c(C)n(C)n(-c2ccccc2)c1=O)c1c(C)n(C)n(-c2ccccc2)c1=O,-1,i,i,-1,i,i,i,-4,.,i,i
O=C(Nc1ccc(F)cc1)c1ccc(C(=O)N2CCCC(O)C2)cc1 (stereo not drawn),-3,.,.,0,.,i,.,.,2,.,i
COc1nnc(-c2ccc(C)c(S(N)(=O)=O)c2)c2ccccc12,-1,i,i,-1,i,i,i,-8,-2,i,i
O=C(O)c1ccc(N/N=C/c2ccc3nccnc3c2)cc1,13,i,i,-5,i,i,i,-6,46,i,i
CN(C)c1nc(NCc2ccccc2)nc(N/N=C/c2ccc(Br)cc2)n1,-2,i,i,2,i,i,i,-5,-4,i,i
COc1ccc(-c2cc(C(=O)Nc3ccc4c(c3)OCO4)no2)cc1,-2,i,i,2,i,i,i,-6,-4,i,i
CCN=C1S/C(=C\c2cc(Cl)c(OC)c(OC)c2)C(=O)N1CC,-2,i,i,-6,i,i,i,-8,-10,i,i
CCc1ccc(C(=O)NC(=S)Nc2ccc(N3CCOCC3)cc2)cc1,1,i,i,-2,i,i,i,-7,5,i,i
COc1ccc(/C=N/NC(=O)c2ccc(F)cc2)cc1CN1CCc2cc(OC)c(OC)cc2C1C (stereo not drawn),-2,i,i,0,i,i,i,-24,.,i,i
CCN(CC)CCCN(C(=O)c1ccc(F)cc1)c1nc(-c2ccc(OC)cc2)cs1,6,i,i,5,i,i,i,-5,12,i,i
COc1ccc(N2CCN(/C(=N\S(=O)(=O)c3ccc(C)cc3)Nc3nc(C)cc(C)n3)CC2)cc1,1,i,i,-1,i,i,i,-16,-2,i,i
COc1cc(C)ccc1OCCCCNCc1ccccc1,0,i,i,0,i,i,i,-4,5,i,i
